From PubChem
esBAF inh: blocks esBAF chromatin remodeling in mouse ES cells. reporter increase, % at 12.5 µM. actives 2% (n = 350,000). Bmi1-luciferase knock-in reporter, 24 h; 100% = twice the neutral-well signal. AID 602393; in the data active = activation above about 40%; inconclusive = no clear call, values can overlap the other calls;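 also: 0% = median of the plate's neutral control wells and 100% = double that signal; a rise in the Bmi1 reporter signal indicates esBAF inhibition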
Xi reactivation: activators of X-chromosome reactivation in mouse fibroblasts | activation, % at 7.58 µM | AID 743238 | XiGFP mouse fibroblasts, % GFP-positive cells imaging, 3 d; cells co-treated with 5-aza-dC sensitizer; scaled so ellipticine positive control = 100% | actives 0.055% (n = 360,000);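 active = mean normalized replicate activation at least 10% and every replicate at or above 10%; inconclusive = only one of the two criteria met; inactive = mean below 10% and not all replicates reach 10%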;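 also: 0% = median of on-plate neutral control wells and 100% = ellipticine 6 µM median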
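material = 68-5-11 XiGFP fibroblast line | medium = DMEM plus 5-aza-dC sensitizer | schedule = 3 days compound exposure | benchmarks = positive control ellipticine, 6 µM final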
EWS-Fli block: inhibitors of EWS/Fli oncoprotein transcriptional activity; A673 NR0B1-luciferase reporter, viability-normalised; inhibition, % at 12.6 µM; actives 0.67% (n = 350,000);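 active = mean inhibition of at least 50% after viability correction, with every replicate also passing that limit; inconclusive = mean reaches 50% but only one of two replicates passes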;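 also: firefly luciferase signal divided by Alamar Blue viability fluorescence both relative to DMSO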
RAD54 branch: inhibitors of human RAD54 branch migration | Q92698 | RAD54 Holliday junction branch migration, FAM/BHQ fluorescence | inhibition, % at 10.4 µM | actives 0.14% (n = 360,000) | AID 602329;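 active = mean normalized replicate activity at least 40 and at least half of replicates scoring 40 or more; inconclusive = only one of the two criteria met; inactive = mean below 40 and under half of replicates reaching 40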;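 also: 0% = median of neutral control wells and 100% = median of positive control wells; inhibitors cause a drop in the FAM fluorescence signal; in these data hits start at about 50%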
Target sequence (Q92698 whole entry, looked up): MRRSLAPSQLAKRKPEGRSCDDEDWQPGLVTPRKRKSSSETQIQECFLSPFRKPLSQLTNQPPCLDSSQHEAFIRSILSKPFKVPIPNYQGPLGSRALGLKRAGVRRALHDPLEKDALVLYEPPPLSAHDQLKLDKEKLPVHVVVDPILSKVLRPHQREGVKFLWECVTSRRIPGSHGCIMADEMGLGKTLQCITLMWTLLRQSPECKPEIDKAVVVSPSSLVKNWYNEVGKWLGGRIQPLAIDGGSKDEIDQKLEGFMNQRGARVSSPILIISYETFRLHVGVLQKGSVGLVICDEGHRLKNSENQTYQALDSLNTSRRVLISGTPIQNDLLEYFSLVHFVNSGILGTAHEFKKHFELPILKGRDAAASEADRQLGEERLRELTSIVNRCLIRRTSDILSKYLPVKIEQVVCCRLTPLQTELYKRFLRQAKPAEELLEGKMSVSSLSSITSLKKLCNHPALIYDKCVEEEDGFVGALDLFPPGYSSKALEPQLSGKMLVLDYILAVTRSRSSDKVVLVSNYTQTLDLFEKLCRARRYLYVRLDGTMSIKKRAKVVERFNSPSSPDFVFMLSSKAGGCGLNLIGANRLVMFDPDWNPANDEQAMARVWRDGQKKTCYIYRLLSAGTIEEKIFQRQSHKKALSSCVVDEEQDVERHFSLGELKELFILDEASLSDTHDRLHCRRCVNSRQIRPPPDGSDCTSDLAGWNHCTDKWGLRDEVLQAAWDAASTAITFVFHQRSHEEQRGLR
RAD52 anneal inh: RAD52 (human) annealing inhibition | P43351 | recombinant RAD52 DNA annealing, FRET fluorescence | inhibition, % at 18.7 µM | actives 0.46% (n = 360,000);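 active = every replicate showing at least 50% inhibition; inconclusive = mean inhibition at least 50% but not in every replicate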
FN deposit inh: fibronectin deposition inhibition | inhibition, % at 12.6 µM | AH1F fibroblasts, Alexa488-fibronectin deposition fluorescence, overnight | actives 0.086% (n = 350,000);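 active = mean inhibition across replicates of 30% or more, regardless of how many single replicates reach that level; inconclusive = mean under 30% yet at least half of replicates reach 30%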;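 also: positive control wells lacked labelled fibronectin entirely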
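Assay system: AH1F fibroblasts / Quantity: 10000 cells per well / Medium: DMEM plus 2% serum, read in PBS / Reagent: labelled fibronectin 24 nM / Dosing: single dose, pinned / Times: 1 h cell attachment, overnight exposure to compound and label / Signal: fluorescence, ex 485 nm, em 525 nm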
S100A4 inh HTS: blocks human S100A4 binding to myosin IIA peptide; P26447; S100A4/TAMRA-MyoIIA peptide fluorescence polarization; inhibition, % at 10.7 µM; actives 0.14% (n = 360,000); AID 652163;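 active = mean inhibition of at least 70% across replicates, with every replicate also reaching that level; inconclusive = mean inhibition reaches 70% but some replicates fall short; inactive = mean inhibition below 70%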
Target sequence (P26447 whole entry, looked up): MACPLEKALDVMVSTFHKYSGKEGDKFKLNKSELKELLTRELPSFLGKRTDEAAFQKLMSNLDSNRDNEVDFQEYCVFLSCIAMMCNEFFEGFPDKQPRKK
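Material: human S100A4 monomer with TAMRA-labelled myosin IIA peptide; buffer or medium: HEPES pH 7.2 with CaCl2, KCl, NaCl, DTT, Triton; compound dosing: one concentration per compound; schedule: 5 min incubation before reading; benchmarks: neutral control DMSO, positive control TFP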
E-selectin induc: induces E-selectin expression in human endothelial cells; actives 0.37% (n = 260,000); activation, % at 7.58 µM; AID 686992; HUVEC E-selectin immunofluorescence imaging; normalized: neutral wells 0, TNF-alpha wells 100;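 active = mean E-selectin-positive cell signal at least 10% of the positive control, reached in at least 60% of replicates, without over 20% cell loss; inconclusive = no rule given, readout overlaps actives, possibly toxicity-flagged; inactive = the rest, including those meeting only one limit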;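 also: in these data hits start at about 27%; measured in HUVEC primary endothelial cells; signal is the percent of cells scored E-selectin positive by PE staining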
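Test system: HUVEC | Signal: Immunofluorescence imaging | Read-out: Percent E-selectin-positive cells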
* hit, by the source's call; u = inconclusive; x = not tested or not shown.

SMILES	esBAF inh	Xi reactivation	EWS-Fli block	RAD54 branch	RAD52 anneal inh	FN deposit inh	S100A4 inh HTS	E-selectin induc
Cc1noc(C)c1NC(=O)N(C)C[C@H]1OCCCC[C@H](C)Oc2ccc(NC(=O)c3ccccc3)cc2C(=O)N([C@@H](C)CO)C[C@@H]1C	1	0.2	-11	-5	2	6	-14	1.3
COc1cc(CO)ccc1Oc1nnnn1-c1ccc(C(N)=O)cc1	-5	x	13	7	6	x	-4	x
N#C/C(=C/c1ccc(CNC(=O)C(=O)Nc2cc(Cl)cc(Cl)c2)o1)C(=O)NCc1cccnc1	x	0.1	-1	x	-47	-5	-2	x
CN=C(C)/C(C(=O)OC)=C(/O)c1ccc(Cl)cc1Cl	x	0.0	-7	x	-13	1	0	x
Cc1ccc([C@H]2C[C@H](n3cc(-c4ccc(F)cc4)nn3)[C@@H](O)CN2CC2CCCCC2)cc1	-7	0.2	1	-7	-12	9	32	-0.2
COc1cc(C(=O)O/N=C2/C=C(C)C(=O)C=C2C)cc(OC)c1OC	x	0.3	-4	x	-7	-2	3	x
CCc1noc(C)c1C(=O)Nc1nc(-c2ccc(OC)c(OC)c2)cs1	15	0.2	7	x	-43	11	-3	5.5
Cc1cc2c(OCC(O)CNCc3ccco3)cccc2[nH]1 (stereo not given)	9	0.0	-3	9	10	1	3	x
COc1ccc(OC)c(S(=O)(=O)N2CCN(c3ccccc3OC)CC2)c1	0	0.2	0	9	-7	2	-4	0.1
Cc1cc(NC(=O)c2cnn3cccnc23)nn1CC(=O)Nc1cccnc1	7	x	-5	-8	-4	x	3	x
COc1ccc(CCNC(=O)CSc2nnc(Cc3cccn3C)n2C)cc1OC	x	0.0	1	x	-9	-5	-11	x
C[C@H]1CN([C@@H](C)CO)C(=O)Cc2cc(NC(=O)C3CC3)ccc2O[C@@H]1CN(C)CC1CC1	5	0.2	-4	-3	11	x	15	0.0
COc1ccccc1NC(=O)N[C@@H]1CC[C@H](CC(=O)N2CCC(Cc3ccccc3)CC2)O[C@H]1CO	2	0.3	6	2	-7	3	25	-0.3
O=c1[nH]c(CSc2nc3ccccc3s2)nc2ccccc12	47*	-0.1	-38	-8	-17	2	-6	3.2
Cc1cc(C)n2nc(C(=O)OCC(=O)N(C)CC(=O)Nc3ccc(F)cc3)nc2n1	0	0.8	-2	-6	-4	-2	4	-0.3
Oc1ccc(C[C@H]2CNC(=S)N2C[C@H]2CCCN2C[C@H](Cc2ccccc2)N2C[C@H](Cc3ccccc3)N(CC3CCCCC3)C2=S)cc1	x	0.2	14	x	-20	1	-4	3.8
CC1(C)C([N+](=O)[O-])C(c2ccccc2O)NC(c2ccccc2O)C1[N+](=O)[O-] (stereo not given)	x	1.0	6	x	-1	-6	-17	-3.0
O=C(Nc1nnc([C@@H]2C[C@H](O)[C@@H](CO)O2)s1)Nc1ccc(F)cc1F	-1	0.3	-53	4	7	x	37	-0.3
CC(C)C[C@H](NC(=O)N1CC(=O)Nc2ccccc21)C(=O)N[C@H](Cc1c[nH]c2ccccc12)C(=O)O	-8	x	6	6	-7	x	-6	x
C/C(=N\OCc1ccc(C#N)cc1)c1ccc(S(=O)(=O)N(C)C)cc1	51*	0.0	-55	-1	-8	6	3	-0.1

Record cards, from the list above:
`C/C(=N\OCc1ccc(C#N)cc1)c1ccc(S(=O)(=O)N(C)C)cc1` across the screens: esBAF inh: 51*; Xi reactivation: 0.0; EWS-Fli block: -55; RAD54 branch: -1; RAD52 anneal inh: -8; FN deposit inh: 6; S100A4 inh HTS: 3; E-selectin induc: -0.1
`CN=C(C)/C(C(=O)OC)=C(/O)c1ccc(Cl)cc1Cl` across the screens: esBAF inh: x; Xi reactivation: 0.0; EWS-Fli block: -7; RAD54 branch: x; RAD52 anneal inh: -13; FN deposit inh: 1; S100A4 inh HTS: 0; E-selectin induc: x

(continued)
SMILES	esBAF inh	Xi reactivation	EWS-Fli block	RAD54 branch	RAD52 anneal inh	FN deposit inh	S100A4 inh HTS	E-selectin induc
CO[C@H]1CN(C)C(=O)c2ccc(NC(C)=O)cc2OC[C@@H](C)N(C(=O)c2cnccn2)C[C@@H]1C	-2	0.5	2	x	x	2	x	-0.1
Cc1ccc(NC(=O)OCc2ccccc2S(C)=O)cc1 (stereo not given)	x	0.0	-13	x	-12	0	-6	x
CC1(C2(O)CCCCC2)NCCc2ccccc21 (stereo not given)	-6	0.3	-3	-1	-7	-5	-5	0.0
COc1cccc(NC(=O)CSc2nnc(-c3ccoc3C)n2C)c1	2	0.1	-8	10	-10	4	-3	x
O=C(Nc1cccc(S(=O)(=O)NC2=NCCC2)c1)C1CCCCC1	6	-0.1	3	x	-2	-2	-2	0.0
CC1(C(=O)NS(=O)(=O)C2CC2)CCN(C(=O)c2cc3ccccc3s2)C1 (stereo not given)	-2	0.3	4	7	-10	1	-6	-0.3
Cn1c(NCc2ccccc2F)nc2cc(-c3cccc(Cl)c3)sc2c1=O	-1	0.0	2	-3	-12	-8	-12	0.3
NC(=S)Nc1cccc(-c2n[nH]c(=S)o2)c1	x	0.3	7	x	-20	-2	4	-0.2
COc1ccc2c3c([nH]c2c1)[C@H](CO)N(C(=O)CN(C)C)CC31CCN(Cc2ccncc2)CC1	x	0.1	-8	x	2	x	-1	-0.3
Cc1ccc(C)c(SCc2noc(C(=O)NC(C)C)c2C(=O)O)c1	5	0.0	-2	-5	-10	-1	-2	x
Cc1ccc(S(=O)(=O)N2CCC(C(=O)NCC3CC3)CC2)cc1	-1	0.4	-5	-2	-13	7	-3	x
COc1cccc(NC(=O)N2CCCC2C(=O)NCc2ccc(Cl)cc2)c1 (stereo not given)	4	-0.1	8	1	2	7	-3	0.2
O=C(Cc1ccc(NC(=O)C2CCN(C(=O)CCc3ccccc3)CC2)cc1)Nc1cccc(C(=O)N2CCCC2)c1	x	0.8	-10	x	-5	-4	6	0.0
CCOC(=O)C(=Nc1ccc(Cl)cc1)NO	x	0.1	x	-7	x	0	x	0.1
COc1ccc(OC)c(/C=N/Nc2nc(C)cc(=O)[nH]2)c1	-14	0.0	-1	-5	12	-2	-7	x
C[C@H](NC(=O)C[C@@H]1C[C@H]2c3cc(NC(=O)C4CCOCC4)ccc3O[C@H]2[C@@H](CO)O1)c1ccccc1	0	0.0	-7	18	11	x	-7	-0.3
N#CC1CCN(c2ncccc2[N+](=O)[O-])CC1	-4	0.4	-4	0	-6	3	-3	9.4
C[C@@H]1CN([C@H](C)CO)C(=O)c2cc(NC(=O)C3CC3)ccc2O[C@@H]1CN(C)Cc1ccc(-c2ccccc2)cc1	-2	-0.1	11	-15	18	x	-2	-0.5
CCOC(=O)c1c(NC(=O)/C=C/C(=O)O)sc(C)c1-c1ccc(F)cc1	x	0.0	6	x	-8	-4	-5	-0.1
O=C(O)c1cnn2c(-c3ccccc3)ccnc12	1	0.0	3	-5	-11	0	-4	x
CCCNc1cc(=S)nc(N)[nH]1	-2	0.1	1	-8	-3	-3	0	x
O=C(COC(=O)c1ccccn1)Nc1nc(-c2cccc([N+](=O)[O-])c2)cs1	x	-0.1	-16	0	-17	13	1	2.6
COc1cccc(-c2cnc3c(c2)C(=O)N([C@@H](C)CO)C[C@H](C)[C@@H](CN(C)C(=O)Nc2ccccc2F)O3)c1	-2	-0.5	7	2	6	x	3	0.7
O=C(C[C@H]1CC[C@H](NC(=O)Nc2cccc(F)c2)[C@@H](CO)O1)NCC1CCCCC1	0	-0.1	1	-2	-6	3	-1	-0.2
C[C@@H]1CN([C@H](C)CO)C(=O)c2cccc(NS(=O)(=O)c3ccc(F)cc3)c2O[C@H]1CN(C)C(=O)Nc1ccc2c(c1)OCO2	-2	0.2	-4	-8	-2	x	-7	-0.3
Cc1cccc(CS(=O)(=O)c2ncc(Cl)c(C(=O)NCc3ccc4c(c3)OCO4)n2)c1	-40	0.0	x	-4	-8	11	-6	-0.2
COc1cc(OC)cc(C(=O)NCC2CCN(C(=O)C(=O)c3cc4ccccc4o3)CC2)c1	x	0.0	1	x	-3	1	3	0.6
C[C@@H]1CCCCO[C@H](CN(C)S(=O)(=O)c2ccccc2)[C@@H](C)CN([C@@H](C)CO)C(=O)c2cc(NC(=O)Nc3cccc4ccccc34)ccc2O1	2	0.1	11	-7	-12	-4	-4	x
COc1ccccc1C(=O)NC(C(=O)NCCc1nc2ccccc2[nH]1)=C(C)C	-6	0.0	x	-15	-9	-7	5	0.0
c1ccc(-c2csc(NC3CCCCC3)n2)cc1	u	0.0	-103	1	-5	-6	-1	-2.9
COc1ccc(-c2nc(CSCC(=O)N3CCC(C(N)=O)CC3)c(C)o2)cc1OC	6	-0.2	3	2	-1	6	-2	0.2
O=C(Cc1cccs1)Nc1ccc([N+](=O)[O-])cc1	1	0.1	0	0	-14	4	-3	x
COc1ccc(OCc2cc(C(=O)N3CCCC(CO)C3)no2)c2ccccc12 (stereo not given)	x	0.2	-69	-2	-14	x	6	0.2
Cc1cccc(NC(=O)c2ccc3c(=O)n(CC4CCCO4)c(=S)[nH]c3c2)c1 (stereo not given)	10	0.2	-9	8	-3	5	-8	0.0
Cc1nn(-c2ccccc2)c(C)c1/C=C/C(=O)OCC(=O)N(C)C1CCS(=O)(=O)C1 (stereo not given)	3	0.0	1	-6	-8	3	-4	3.5
O=C(NNC(=S)Nc1ccccc1Cl)c1ccncc1	x	-0.1	-20	-9	-13	-1	-2	0.6
CCN(C(=O)CSc1ccc2ccccc2n1)C1CCCCC1	16	0.6	7	-10	-24	x	8	2.0
CCC(=O)N1CC[C@@H]2[C@H](CO)Nc3ccc(C#Cc4ccccc4F)cc3[C@@H]21	6	0.2	-2	3	x	2	x	0.9
C=CCOc1ccc(/C=C2\SC(=S)N(NS(=O)(=O)c3ccc(C)cc3)C2=O)cc1	-8	0.1	-7	8	-14	3	-2	-0.1
Cc1cc(C(=O)NNC(=O)c2cccc(C(F)(F)F)c2)no1	12	3.4	4	x	3	1	1	x
Cc1c2c(nc3nnnn13)CCCC2	6	0.0	-3	-16	2	x	0	x
O=C(N[C@H]1CC[C@@H](CCn2cc(Cc3ccccc3)nn2)O[C@H]1CO)c1ccccn1	1	0.1	2	-4	-1	-3	6	-0.2
CCSc1nnc(NC(=O)CSc2nnc(-c3c[nH]c4ccccc34)n2C)s1	-3	0.0	8	2	-6	-12	0	-0.1
CC1(c2nnnn2Cc2ccccc2)CCC(=O)N1c1ccc(N2CCOCC2)cc1 (stereo not given)	x	0.1	-10	x	-7	-1	-11	-6.0
C[C@@H]1CN([C@H](C)CO)S(=O)(=O)c2ccc(-c3cncnc3)cc2O[C@@H]1CN(C)C(=O)Cc1ccccc1	-13	-0.7	-5	8	10	x	2	0.0
O=C(CN1C(=O)NC2(CCCCC2)C1=O)Nc1ccc(Cl)c(S(=O)(=O)N2CCOCC2)c1	0	0.1	7	-9	6	9	-4	9.6
